# Screening data (PubChem BioAssay)
# Mdm2-MdmX inh: human Mdm2/MdmX binding inhibition | inhibition, % at 8 µM | O15151+Q00987 | SaOS-2 split-luciferase Mdm2/MdmX complementation, luminescence | 330,000 tested, 3% active;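 active = inhibition of at least 50% at 8 µM in the primary screen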
# CCR6 antag: CCR6 (human) receptor antagonism | P51684 | CHO-K1 CCR6 PathHunter beta-arrestin, luminescence, CCL20-stimulated | inhibition, % at 20 µM | 340,000 tested, 0.49% active | AID 493098;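 active = compounds whose inhibition of the agonist-driven luminescence signal at 20 µM reaches about 50%, limit read from the data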;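 also: cells stimulated with CCL20 at 14 nM final; plate controls were DMSO with CCL20 for no effect and DMSO without agonist for full effect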
# Target sequence (P51684 whole entry, looked up): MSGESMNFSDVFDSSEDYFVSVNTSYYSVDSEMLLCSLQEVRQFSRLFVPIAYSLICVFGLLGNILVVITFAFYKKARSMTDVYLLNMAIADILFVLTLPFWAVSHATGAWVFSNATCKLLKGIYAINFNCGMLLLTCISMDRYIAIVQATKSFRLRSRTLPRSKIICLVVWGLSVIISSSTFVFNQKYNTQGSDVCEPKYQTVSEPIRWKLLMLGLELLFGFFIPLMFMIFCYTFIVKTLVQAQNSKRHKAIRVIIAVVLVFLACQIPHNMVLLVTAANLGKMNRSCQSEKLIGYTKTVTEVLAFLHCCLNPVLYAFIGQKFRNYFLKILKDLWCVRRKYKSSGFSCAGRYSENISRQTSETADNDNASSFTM
# CXCR6 inh: CXCR6 (human) receptor inhibition | O00574 | 360,000 tested, 0.36% active | CHO-K1 PathHunter CXCR6 beta-arrestin, luminescence | inhibition, % at 20 µM; in the data active = inhibition above about 34%, passing the limit was not always enough;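 also: antagonist mode with CXCL16 agonist at 10 nM final; 0% = 10 nM CXCL16 with DMSO and 100% = unstimulated wells without agonist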
# Target sequence (O00574 whole entry, looked up): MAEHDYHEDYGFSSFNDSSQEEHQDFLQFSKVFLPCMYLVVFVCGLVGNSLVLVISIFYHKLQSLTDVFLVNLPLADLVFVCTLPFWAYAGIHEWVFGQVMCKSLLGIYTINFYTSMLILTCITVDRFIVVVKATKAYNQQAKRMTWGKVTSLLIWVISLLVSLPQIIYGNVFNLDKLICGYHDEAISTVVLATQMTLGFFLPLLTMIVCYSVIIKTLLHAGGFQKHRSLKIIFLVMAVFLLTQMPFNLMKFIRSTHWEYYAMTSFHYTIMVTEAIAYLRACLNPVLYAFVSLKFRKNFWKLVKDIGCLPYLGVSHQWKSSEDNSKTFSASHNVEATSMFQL
# EBI2 antag: antagonists of human EBI2 receptor; P32249; EBI2 beta-arrestin recruitment, luminescence, 7a,25-OHC stimulated; inhibition, % at 5 µM; 360,000 tested, 0.81% active; AID 651636; in the data active = inhibition above about 38%;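 also: enzyme fragment complementation signal reports receptor beta-arrestin coupling in cells; 0% = agonist plus DMSO wells and 100% = wells without agonist; some results beyond the cut were filed as inactive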
# Target sequence (P32249 whole entry, looked up, the tested form may be a part): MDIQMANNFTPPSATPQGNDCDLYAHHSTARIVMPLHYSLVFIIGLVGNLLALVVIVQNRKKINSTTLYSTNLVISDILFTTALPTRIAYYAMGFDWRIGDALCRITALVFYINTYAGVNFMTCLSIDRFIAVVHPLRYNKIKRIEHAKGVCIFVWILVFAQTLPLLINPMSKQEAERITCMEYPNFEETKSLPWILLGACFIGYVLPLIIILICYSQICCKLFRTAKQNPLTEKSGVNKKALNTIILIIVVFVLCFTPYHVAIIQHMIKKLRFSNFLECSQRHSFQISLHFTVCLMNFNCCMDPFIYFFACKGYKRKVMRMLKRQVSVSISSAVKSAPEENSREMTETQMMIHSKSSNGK
# APJ ag: activates the human apelin receptor APJ. P35414. CHO-K1 APJ PathHunter beta-arrestin, luminescence; 0% DMSO wells, 100% apelin. activation, % at 20 µM. 330,000 tested, 0.11% active;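 active = activation more than six SD over the plate average, tested at 20 µM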;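 also: 0% = DMSO alone and 100% = apelin-13 at 10 nM; some results filed as inactive read as strong as hits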
#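 Assay system – PathHunter CHO-K1 APJ (AGTRL-1) beta-arrestin reporter cells · Compound – one dose, 20 µM compound, 1% DMSO · Timing – compound 90 min 25 °C, reagent 1 h · Measured by – luminescence from split beta-galactosidase complementation, Galacton Star/Emerald II substrate · Measure – beta-arrestin recruitment to APJ as agonist activity, luminescent signal · Benchmarks – DMSO vs Apelin-13 10 nM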
# APJ antag: antagonists of human APJ apelin receptor | CHO-K1 APJ beta-arrestin complementation, luminescence | 330,000 tested, 0.32% active | inhibition, % at 20 µM | AID 2521 | P35414;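 active = inhibition above about 40% at 20 µM, limit read from the data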;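 also: cells challenged with 10 nM apelin-13 agonist together with compound; plate controls were apelin-13 plus DMSO wells for no effect and DMSO wells lacking apelin-13 for full effect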
# UPR XBP1 act: adaptive UPR (XBP1) activation; 330,000 tested, 0.33% active; CHO-XBP1 luciferase reporter, IRE1-XBP1 UPR activation, luminescence; percent of tunicamycin response, DMSO as zero; AID 463104; activation, % at 20 µM;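 active = versus positive control, 20 µM dose yields 30% or more activation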;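 also: 100% = tunicamycin at 10 µg/mL and 0% = DMSO only wells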
#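 Assay system: IRE1-XBP1 luciferase reporter CHO line. Input: 1000 cells/well. Buffer or medium: F12 with 10% serum. Doses: 20 µM, 1% DMSO. Times: overnight seeding at 37 °C, 6 h compound treatment at 37 °C. Technique: Steady-Glo luciferase glow luminescence, 10 min after reagent addition.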
# tim23-1 inh: tim23-1 yeast growth inhibition; S. cerevisiae tim23-1 growth, BacTiter-Glo luminescence, 24 h; inhibition, % at 20 µM; 330,000 tested, 1.3% active;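 active = growth inhibition of the mutant yeast at or above 50%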;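 also: temperature-sensitive mutant grown at 25 °C; plate controls were DMSO-treated mutant yeast for no effect and medium wells lacking yeast for full effect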
# UPR CHOP act: activators of apoptotic arm of unfolded protein response (CHOP); CHO-CHOP luciferase reporter, UPR activation, luminescence; percent of tunicamycin response over DMSO baseline; activation, % at 10 µM; 330,000 tested, 0.34% active; AID 449763;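 active = at 10 µM dose, activation of 40% or more, normalized to positive control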;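 also: 100% = tunicamycin at 10 µg/mL and 0% = DMSO alone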
#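 assay system = CHO CHOP reporter cells | amount = 500 CHO-CHOP cells per well | buffer or medium = F12 with 10% FBS | incubation = 16-18 h cell attachment, then 6 h compound exposure, 37 °C | detection = luminescence read with Steady-Glo | read-out = percent activation relative to tunicamycin control | controls = tunicamycin high control, DMSO low control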
# Numbers without * were called inactive; x = no result given. These rows are one share of the data; the hit share may differ from the screen's.
entry	compound	Mdm2-MdmX inh	CCR6 antag	CXCR6 inh	EBI2 antag	APJ ag
1	CC(C)OC(=O)CSc1nc2ccccc2s1	2	13	4	-5	0
2	c1coc(CNc2ncnc3sc4c(c23)CCCCC4)c1	13	13	-2	15	-4
3	CCOC(=O)CC(NC(=O)CCc1c(C)nc2ncnn2c1C)c1ccc(OC(C)C)cc1 (stereo unspecified)	0	5	2	-1	0
4	Cc1cc(C)c(NC(=O)CN2C(=O)NC(Cc3ccccc3)C2=O)c(C)c1 (stereo unspecified)	12	11	8	-4	-1
5	Oc1ccc(-c2nccc(-c3ccc(Cl)cc3Cl)n2)cc1	11	3	9	5	-3
6	COc1ccc(C(=O)CC(=O)C(=O)Nc2cc([N+](=O)[O-])ccc2OC)cc1	-5	12	-5	-5	0
7	Cn1cc(CNCc2cn[nH]c2-c2ccc(F)cc2)c(-c2ccc3c(c2)OCCO3)n1	13	9	0	6	-2
8	Cc1ccc(N2C(=O)N(CC(=O)Nc3ccccc3C)C(=O)C2C)cc1 (stereo unspecified)	7	16	4	5	-4

entry	APJ antag	UPR XBP1 act	tim23-1 inh	UPR CHOP act
1	-3	2	8	3.1
2	8	-1	41	-3.1
3	3	-1	8	-1.5
4	-20	-2	-18	0.2
5	10	2	26	2.1
6	12	-1	8	12
7	-5	0	4	0.0
8	20	1	11	0.4

# 2 records drawn at random from the list so far:
entry	compound	Mdm2-MdmX inh	CCR6 antag	CXCR6 inh	EBI2 antag	APJ ag
3	CCOC(=O)CC(NC(=O)CCc1c(C)nc2ncnn2c1C)c1ccc(OC(C)C)cc1 (stereo unspecified)	0	5	2	-1	0
5	Oc1ccc(-c2nccc(-c3ccc(Cl)cc3Cl)n2)cc1	11	3	9	5	-3

entry	APJ antag	UPR XBP1 act	tim23-1 inh	UPR CHOP act
3	3	-1	8	-1.5
5	10	2	26	2.1

# (cont.)
entry	compound	Mdm2-MdmX inh	CCR6 antag	CXCR6 inh	EBI2 antag	APJ ag
9	COc1ccc(N2CCN(CCN3C(=O)c4ccccc4C3=O)CC2)cc1	-17	13	3	11	-1
10	CN1/C(=C\C(=O)CSc2ncn[nH]2)C(C)(C)c2ccccc21	-1	9	-5	7	0
11	c1ccc(-c2nnc3n2N=C(c2ccc4c(c2)OCO4)CS3)nc1	-36	10	12	6	0
12	CCOC(=O)c1cc(-c2ccccc2C)nn1CC1CC(c2ccc(OC)cc2)=NO1 (stereo unspecified)	5	12	1	12	-3
13	O=C(CC(=O)c1ccccc1)Nc1cccnc1	-16	12	-2	-7	-2
14	Cc1nn(Cc2ccccc2)c(C)c1NC(=O)c1noc2c1CCc1ccccc1-2	24	1	-6	17	-2
15	O=C(Cc1csc(-c2ccc(F)cc2)n1)Nc1cccc(S(=O)(=O)NC2=NCCC2)c1	5	6	-18	7	0
16	O=C(NCCCN1CCCC1=O)c1ccc(OCc2ccccc2)cc1	3	6	-8	6	-3

entry	APJ antag	UPR XBP1 act	tim23-1 inh	UPR CHOP act
9	8	4	1	0.0
10	-7	0	20	-1.5
11	18	0	7	1.4
12	4	2	9	1.7
13	-5	-2	14	6.1
14	-11	1	30	0.3
15	11	-2	4	0.5
16	8	0	7	2.3

# Additional records
entry	compound	Mdm2-MdmX inh	CCR6 antag	CXCR6 inh	EBI2 antag	APJ ag
17	CCc1nnc(NS(=O)(=O)c2ccc(N/C=C/C(=O)c3ccc(OC)cc3)cc2)s1	7	12	4	-1	0
18	Cc1ccc(S(=O)(=O)N2CCCCC2)cc1C(=O)Nc1ccc(S(=O)(=O)Nc2ncccn2)cc1	-22	5	0	11	-3
19	O=CN1CCN(C(C(=O)NC2CCCCC2)c2ccc(Cl)cc2)CC1 (stereo unspecified)	3	8	-4	0	-4
20	CCN(CC)S(=O)(=O)c1cccc(NC2=NCCCCC2)c1	15	12	0	-7	-3
21	COc1ccc(-n2c(=O)cc(N3CCCCCC3)[nH]c2=O)cc1	-15	-7	1	0	-5
22	Cc1onc(-c2c(Cl)cccc2Cl)c1C(=O)NCC1CCCO1 (stereo unspecified)	-16	-6	0	6	2
23	Cc1cccc(N2CCN(C(=O)c3cccc(N4C(=O)C5CC=CC(C)C5C4=O)c3)CC2)c1C (stereo unspecified)	30	6	5	5	3
24	Cc1cccc(-n2c3nc(=O)[nH]c(=O)c-3cc3c(C)nn(-c4ccccc4)c32)c1C	-8	0	4	-8	-1

entry	APJ antag	UPR XBP1 act	tim23-1 inh	UPR CHOP act
17	-7	0	8	0.2
18	-3	-1	18	2.7
19	-6	-2	13	5.1
20	-7	-2	10	-2.8
21	1	-2	-4	0.1
22	-11	-3	4	-0.1
23	19	-1	30	0.3
24	6	-1	1	0.1

# The results go on.
entry	compound	Mdm2-MdmX inh	CCR6 antag	CXCR6 inh	EBI2 antag	APJ ag
25	CCN(CC)C(=O)C(Sc1ccccc1)c1ccccc1 (stereo unspecified)	22	8	12	-8	-5
26	COc1ccccc1NC(=O)CN1C(=O)NC(C)(C)C1=O	15	1	-3	2	1
27	C=CCC1(O)CC(c2ccco2)NC(c2ccco2)C1CCC (stereo unspecified)	14	1	-4	-3	-5
28	COC(=O)c1cc2n(n1)CCN(Cc1ccc(C)cc1)C2=O	-2	-11	-12	-16	1
29	CN1CCN(C(=O)CN(C)S(=O)(=O)c2cc(Cl)ccc2Cl)CC1	-5	-13	-2	-7	-1
30	CCCCc1c(C)nc2ccc(C)cc2c1SCCC(=O)O	0	12	-4	-13	0
31	CCCCNc1c(-c2ccc(Sc3ccc(OC)cc3)cc2)nc2cc(C)ccn12	80*	-1	-3	13	6
32	N#CC1=C(N)OC2=C(C(=O)CCC2)[C@]12C(=O)N(CC(N)=O)c1ccccc12	-13	-1	1	1	1

entry	APJ antag	UPR XBP1 act	tim23-1 inh	UPR CHOP act
25	5	2	21	-2.2
26	4	-2	14	0.8
27	16	3	9	-1.3
28	19	0	6	-1.8
29	11	1	-2	1.5
30	16	1	55*	0.2
31	-18	1	38	0.5
32	9	0	12	2.0

# (cont.)
entry	compound	Mdm2-MdmX inh	CCR6 antag	CXCR6 inh	EBI2 antag	APJ ag
33	Cc1cccc(C(=O)NCc2ccc(S(N)(=O)=O)cc2)c1[N+](=O)[O-]	24	-11	2	-6	2
34	Cc1cc(C)c(NC(=O)CSc2nc3c(c(=O)n2C)SC(C)C3)c(C)c1 (stereo unspecified)	27	15	-2	-7	-1
35	CCc1nn2cc(-c3ccccc3)nc2s1	-46	-9	0	8	1
36	CCOC(=O)C1=C(CSc2nccn2C)NC(=O)NC1c1cc(C)ccc1C (stereo unspecified)	11	5	7	5	-4
37	CCOC(=O)Cn1nc2sc3ccccc3n2c(=O)c1=O	17	-7	-4	-6	-1
38	CCCCC(=O)Nc1ccc2c(c1)nc(CCNC(=O)c1ccco1)n2C	24	12	-1	2	-2
39	COc1ccccc1N1CCN(S(=O)(=O)c2cc3[nH]c(=O)c(=O)[nH]c3cc2C)CC1	24	-7	-1	-16	-1
40	CCOc1cccc(/C(O)=C2/C(=O)C(=O)N(CCOC)C2c2ccc(C)o2)c1 (stereo unspecified)	-3	-5	-4	4	-1

entry	APJ antag	UPR XBP1 act	tim23-1 inh	UPR CHOP act
33	-15	-2	9	1.7
34	-12	-4	-34	0.8
35	6	-6	24	-7.7
36	-17	0	14	-2.1
37	2	-3	16	1.7
38	15	0	-5	0.3
39	-16	-4	8	0.1
40	14	2	-1	0.2

# (listing goes on)
entry	compound	Mdm2-MdmX inh	CCR6 antag	CXCR6 inh	EBI2 antag	APJ ag
41	CCc1cccc(NC(=O)CCS(=O)(=O)c2ccc3c(c2)NC(=O)CO3)c1	24	19	0	-8	-3
42	CC(=O)NN1C(=O)c2ccccc2NC1c1ccoc1 (stereo unspecified)	-1	-3	-5	-5	-4
43	Cc1cccc(NC(=O)CN(c2ccc(C(C)C)cc2)S(=O)(=O)c2c(C)nn(C)c2C)n1	14	10	9	-2	-2
44	O=C(c1cccc(S(=O)(=O)N2CCCCC2)c1)N1CCN(Cc2ccccc2)CC1	21	12	-2	-13	-2
45	COc1ccc(C(=O)Nc2cccc(/C=C/c3nc4ccccc4c(=O)[nH]3)c2)cc1	34	3	-9	5	3
46	Cc1ccc(NC(=O)COC(=O)c2ccc(CN3CCCC3=O)cc2)cc1C	11	9	0	-1	-6
47	O=C(CNS(=O)(=O)c1ccc(F)cc1)Nc1ccccc1	-6	4	-3	-1	2
48	CCN(CC(=O)Nc1ccc2c(c1)OCCO2)S(=O)(=O)c1ccccc1	-4	11	-6	-5	0

entry	APJ antag	UPR XBP1 act	tim23-1 inh	UPR CHOP act
41	-26	0	10	-1.4
42	-2	0	-8	2.0
43	-2	-2	17	-1.4
44	-68	0	3	-0.9
45	-4	52*	-14	5.4
46	8	1	18	0.1
47	5	0	0	-0.8
48	-15	-4	11	-0.6

# Next compounds follow:
entry	compound	Mdm2-MdmX inh	CCR6 antag	CXCR6 inh	EBI2 antag	APJ ag
49	COC(=O)N[C@H](CC(C)=O)c1ccccc1	-14	x	x	x	1
50	Cc1ccc(NC(=O)CSc2cccc3cccnc23)c(C)c1	28	22	22	12	-1
51	Cc1onc(-c2ccccc2)c1C(=O)OCC(=O)Nc1cc(S(=O)(=O)N2CCOCC2)ccc1Cl	22	15	3	-6	-2
52	O=C(O)c1ccc(N/N=C/c2cc3ccccc3nc2Cl)cc1	-5	6	4	-12	-5
53	O=C(COC(=O)c1c[nH]c2ccccc12)Nc1ccc(F)cc1	-28	-13	-6	-7	-4
54	Cc1cccc(NC(=O)c2ccc3c(=O)n(CC4CCCO4)c(=S)[nH]c3c2)c1 (stereo unspecified)	15	18	-7	8	3

entry	APJ antag	UPR XBP1 act	tim23-1 inh	UPR CHOP act
49	0	0	4	1.0
50	-27	-4	19	-0.8
51	-1	-7	4	-0.1
52	0	3	15	3.6
53	-7	-2	-3	0.5
54	18	-1	-7	3.8

# Entries listed so far that contain two or more sulfur atoms (five):
entry	compound	Mdm2-MdmX inh	CCR6 antag	CXCR6 inh	EBI2 antag	APJ ag
1	CC(C)OC(=O)CSc1nc2ccccc2s1	2	13	4	-5	0
15	O=C(Cc1csc(-c2ccc(F)cc2)n1)Nc1cccc(S(=O)(=O)NC2=NCCC2)c1	5	6	-18	7	0
17	CCc1nnc(NS(=O)(=O)c2ccc(N/C=C/C(=O)c3ccc(OC)cc3)cc2)s1	7	12	4	-1	0
18	Cc1ccc(S(=O)(=O)N2CCCCC2)cc1C(=O)Nc1ccc(S(=O)(=O)Nc2ncccn2)cc1	-22	5	0	11	-3
34	Cc1cc(C)c(NC(=O)CSc2nc3c(c(=O)n2C)SC(C)C3)c(C)c1 (stereo unspecified)	27	15	-2	-7	-1

entry	APJ antag	UPR XBP1 act	tim23-1 inh	UPR CHOP act
1	-3	2	8	3.1
15	11	-2	4	0.5
17	-7	0	8	0.2
18	-3	-1	18	2.7
34	-12	-4	-34	0.8
